HEK293 tox: cytotoxic in the GLP-1 receptor inverse agonist counter-screen; Potency, µM (top dose mostly 38.3 µM), for the others: at the top dose activity change, negative = inhibition, usual class: inhibitors; 0.13% of 410,000 active; HEK293 cAMP-luciferase reporter cells, luminescence, 24 h; AID 624418;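 also: loss of luciferase light is scored as toxicity; potency is read from the fitted curve at half-maximal effect; % is scaled to controls: 0 for no effect and ±100 for the full control effect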
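MLSMR compounds, 24 hr on cells at 37 deg C/5% CO2; luminescence after luciferase reagent (12 min RT). Inhibition counted as the undesired cytotoxic outcome.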
KB-V1 cytotox: kills drug-selected multidrug resistant KB-V1 cells; Potency, µM (doses to about 46.1 µM), without a hit: at the highest dose activity change, negative = cytotoxicity, usual class: cytotoxic; AID 1347076; 3.4% of 400,000 active; KB-V1 MDR cells viability, CellTiter-Glo, 72 h; also: potency is read from the fitted curve at half-maximal effect; % is scaled to controls: 0 for no effect and ±100 for the full control effect; nearly all actives have a fitted effect of over 60% in size
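Drug-selected KB-V1 cells, grown in DMEM lacking phenol red with 10% FBS, receive compound titrations; after three days at 37 degrees C, surviving cell ATP is quantified by CellTiter-Glo luminescence and responses normalized and curve-fitted.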
HT1080NT lethal: kills 2HG-producing HT-1080-NT fibrosarcoma cells; HT-1080-NT fibrosarcoma viability, CellTiter-Glo ATP luminescence, 48 h; Potency, µM (titrated, usually from 46.1 µM), for the others: top-dose activity, negative = less viability, actives largely listed as cytotoxic; 1.6% of 360,000 active; AID 686970;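 also: NT is the 2HG producing partner of a matched IDH1 knockdown line; potency is read from the fitted curve at half-maximal effect; 0% = DMSO-treated cells and -100% = media-only wells without cells; nearly all actives have a fitted effect of over 55% in size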
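Compounds were tested in concentration-response format on HT-1080-NT cells for 48 hours at 37 degrees C. Cell viability came from CellTiter-Glo luminescence; curves were classified by r2, response magnitude and activity.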
SW480 rerep: inducers of DNA re-replication in SW480 colon cancer cells; Potency, µM (titrated, usually from 46.1 µM), inactives show top-dose re-replication activation, hits mostly activators; SW480 DNA re-replication, Hoechst DNA content imaging, 48 h; AID 624297; 1.8% of 340,000 active; also: potency is read from the fitted curve at half-maximal effect; % of control where 0% means no effect; nearly all actives have a fitted effect of over 55% in size
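First, 250 cells per well were seeded. Next, compound or vehicle (23 nL) was pinned in, plates sat 48 hr at 37 C. Finally Hoechst was added for 40 min before fluorescence scanning.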
IL1B secr inh: blocks inflammasome-driven IL-1 beta release; THP-1 LPS/ATP IL-1B secretion, AlphaLISA, 16 h; hits give low values; activity change, % at 57.5 µM; 4.7% of 360,000 active; in the data active = activity change below about -50%; inconclusive = mostly about -30% to -49%; also: % is scaled to controls: 0 for no effect and ±100 for the full control effect
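Secreted IL-1B measured by AlphaLISA bead assay after 16 h compound exposure of THP-1 cells; compounds (final up to 57.5 uM) added 1 h before LPS (250 ng/mL) and ATP (1.25 mM) stimulation; lower signal means less secretion.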
MCF10A rereplic: DNA re-replication induction in MCF 10a cells. Potency, µM (series often up to 46.1 µM), without a hit: at the top dose activity, positive = re-replication, usual class: activators. AID 624296. 2.9% of 350,000 active. MCF 10A DNA re-replication, Hoechst nuclear intensity, 48 h; also: potency is read from the fitted curve at half-maximal effect; % of control where 0% means no effect; nearly all actives have a fitted effect of over 50% in size
DRD3 agonist: D3 dopamine receptor (human) agonism; 0.58% of 410,000 active; max activation, %; D3R DiscoveRx beta-arrestin cells, luminescence, 90 min; P35462; in the data active = max activation above about 30%; also: 0% is about no effect; mostly tested at two doses, the higher about 12 µM
Target sequence (P35462 whole entry, looked up): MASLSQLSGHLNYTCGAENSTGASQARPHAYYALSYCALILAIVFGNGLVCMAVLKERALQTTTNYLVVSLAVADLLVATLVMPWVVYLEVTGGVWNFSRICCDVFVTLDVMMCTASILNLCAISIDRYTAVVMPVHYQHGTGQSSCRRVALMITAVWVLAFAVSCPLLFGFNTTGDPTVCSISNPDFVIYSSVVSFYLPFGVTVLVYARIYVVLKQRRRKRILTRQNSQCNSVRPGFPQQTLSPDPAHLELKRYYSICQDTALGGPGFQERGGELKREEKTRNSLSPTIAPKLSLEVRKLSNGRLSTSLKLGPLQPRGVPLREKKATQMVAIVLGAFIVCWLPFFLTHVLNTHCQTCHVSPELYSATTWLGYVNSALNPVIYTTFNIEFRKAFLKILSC
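Agonist mode: compounds and dopamine controls were applied to plated cells for 90 min at 37 degrees C after an overnight attachment at 1500 cells/well. Luminescent read-out followed 30 - 60 minutes at room temperature with DiscoveRx detection reagent.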
HT1080 IDH1KD tx: toxicity to HT-1080 IDH1 knockdown cells (counter line); HT-1080 IDH1 knockdown viability, ATP luminescence, 48 h; Potency, µM (doses to about 46.1 µM), without a hit: top-dose activity, negative = toxicity, actives largely listed as cytotoxic; 2% of 360,000 active;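 also: potency is read from the fitted curve at half-maximal effect; 0% = DMSO wells and -100% = cell-free medium wells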
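HT-1080-IDH1KD cells (IDH1 knocked down), 750/well in RPMI with 5% FBS, treated with compound 48 h at 37 degrees C. Viability by CellTiter-Glo luminescence, normalised to DMSO and no-cell wells; concentration-response curves classed.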
KB-3-1 tox: kills parental KB-3-1 adenocarcinoma cells. KB-3-1 viability, CellTiter-Glo ATP luminescence, 72 h. Potency, µM (top dose mostly 46.1 µM), for inactives: top-dose activity change, negative = cytotoxic, most hits filed as cytotoxic. 1.4% of 400,000 active. AID 1347075; also: potency is read from the fitted curve at half-maximal effect; % is scaled to controls: 0 for no effect and ±100 for the full control effect; nearly all actives have a fitted effect of over 60% in size
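Parental KB-3-1 viability, qHTS format: 72 h compound exposure, 37 °C; CellTiter-Glo; media-only wells and DMSO plates as controls; concentration-effect fits on corrected data.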
An asterisk follows results filed as active; ? = inconclusive; . = not tested or not shown; & = joins results of further samples; [ ] = another dose, or the depositor's remark. Unless noted, calls follow the shape of the dose curve; as a rule, active = well fitted curve in the direction sought with a large enough effect; inconclusive = small, poorly fitted or top-dose-only effect, or another doubt; inactive = no such curve, though single readings can be large; an effect the other way counts as inactive or inconclusive.

SMILES	HEK293 tox	KB-V1 cytotox	HT1080NT lethal	SW480 rerep	IL1B secr inh	MCF10A rereplic	DRD3 agonist	HT1080 IDH1KD tx	KB-3-1 tox
CCN(CCCNC(=O)CN(C)S(=O)(=O)c1ccc2c(c1)CCC(=O)N2)c1cccc(C)c1	4.5%	-12.8%	-2.7%	-24.9%	3.1	1.3%	1.6	4.0%	-14.5%
O=c1[nH]c(C2CCN(S(=O)(=O)c3ccc4c(c3)OCCO4)CC2)nc2c1nnn2Cc1cccc(F)c1	-9.1%	-8.2%	-8.8%	?	-3.5	15.8%	-12.6	-11.9%	11.8%
COc1ccc(OCC(=O)N2CCC(c3nc4ccccc4s3)CC2)cc1	3.7%	?	.	.	.	.	4.0	.	?
Cc1cccc(S(=O)(=O)NC(=O)C2(C)CCN2C(=O)Cc2ccc(Cl)cc2Cl)c1 (stereo unspecified)	3.5%	3.9%	8.9%	.	0.1	.	3.3	1.9%	0.0%
COc1cc(C(=O)NC2CC(C)(C)Cc3c2cnn3-c2ccccc2)cc(OC)c1OC (stereo unspecified)	12.9%	11.2%	-1.3%	-5.9%	-13.3	-5.2%	-19.9	5.7%	-3.4%
COc1cccc(-n2c(=O)c3ccccc3n3c(=S)[nH]nc23)c1	-3.2%	29.2%	3.7%	-9.5%	1.7	-9.1%	-2.0	-15.4%	24.1%
CC1Sc2ccc(S(=O)(=O)CCC(=O)NC3CCCCCC3)cc2NC1=O (stereo unspecified)	-13.8%	14.9%	11.4%	1.0%	53.9	-3.4%	0.8	-7.2%	?
CCCCN1CC(COCc2ccccc2)Oc2cccc(Oc3ccc(C)cc3)c2S1(=O)=O (stereo unspecified)	0.8%	-18.7%	?	64.8%	16.3	-15.7%	-12.5	-3.0%	-17.3%
Nc1ccccc1SC1CC(=O)N(c2ccc3c(c2)OCCO3)C1=O (stereo unspecified)	3.3%	-2.7%	4.6%	-7.6%	-7.3	0.0%	4.4	1.2%	-2.8%
Cc1cc(Br)ccc1NC(=O)CCSc1ccccc1	2.1%	0.2%	-20.2%	-1.0%	-3.9	-7.6%	0.8	-3.8%	1.6%
O=C(CCn1cnnn1)Nc1ccccc1	-0.1%[7.66 µM]	-8.7%&5.0%	14.6%	0.0%	-7.5	-4.5%	2.8&-0.8	15.2%	-0.6%&2.3%
COc1ccc(CNC(=O)c2cc(COc3c(F)cccc3F)on2)cc1OC	1.1%	?	-10.6%	2.5%	21.9	0.9%	1.0	-3.6%	?
CC(=O)Nc1ccc2c(c1)C(=O)N(c1cccc(C)c1)C2=O	3.2%	19.7%	?	-6.9%	17.0	-2.0%	-3.6	26.4%	13.1%
CCOC(=O)c1c(NC(=S)NCC2CCCO2)sc(C)c1C (stereo unspecified)	-26.8%	26.6%	6.5%	15.6%	39.3	23.7%	2.0	6.2%	11.8%
N#CC1=C2N=C(N)c3ccccc3N2C2=C(C(=O)CCC2)C1c1ccc(Cl)cc1 (stereo unspecified)	?	?	-2.4%	27.7%	-5.2	?	-1.3	-14.3%	?
Nc1ccccc1S(=O)(=O)c1ccccc1N	-14.3%	16.1%	0.0%	9.4%	16.9	15.2%	-2.2	26.0%	3.8%
CCc1ccc(NC(=O)c2sc3nc(C)c(Cl)c(C)c3c2NC(=O)c2ccccc2)cc1	-3.8%	-7.5%	.	.	.	.	0.9	.	-25.4%
COc1ccc(C2=C(C)C(=O)N(Cc3ccc(C(=O)Nc4ccc(F)cc4C)cc3)S2(=O)=O)cc1	?	-27.7%	.	.	.	.	-14.0	.	4.61µM*
O=C(NCCN1CCOCC1)c1ccc2c(c1)N(Cc1ccccc1)C(=O)CS2	-10.6%	?	10.8%	-2.8%	4.5	1.0%	-8.4	1.4%	?
CC/C(=N/Nc1ccccc1)c1cnnc(SC)n1	-23.1%	0.4%	10.5%	1.9%	5.3	-7.7%	-1.6	3.7%	13.1%

Reformatted: entries from further up
smiles | HEK293 tox | KB-V1 cytotox | HT1080NT lethal | SW480 rerep | IL1B secr inh | MCF10A rereplic | DRD3 agonist | HT1080 IDH1KD tx | KB-3-1 tox
CCOC(=O)c1c(NC(=S)NCC2CCCO2)sc(C)c1C (stereo unspecified) | -26.8% | 26.6% | 6.5% | 15.6% | 39.3 | 23.7% | 2.0 | 6.2% | 11.8%
N#CC1=C2N=C(N)c3ccccc3N2C2=C(C(=O)CCC2)C1c1ccc(Cl)cc1 (stereo unspecified) | ? | ? | -2.4% | 27.7% | -5.2 | ? | -1.3 | -14.3% | ?
Nc1ccccc1S(=O)(=O)c1ccccc1N | -14.3% | 16.1% | 0.0% | 9.4% | 16.9 | 15.2% | -2.2 | 26.0% | 3.8%
CCc1ccc(NC(=O)c2sc3nc(C)c(Cl)c(C)c3c2NC(=O)c2ccccc2)cc1 | -3.8% | -7.5% | . | . | . | . | 0.9 | . | -25.4%
COc1ccc(C2=C(C)C(=O)N(Cc3ccc(C(=O)Nc4ccc(F)cc4C)cc3)S2(=O)=O)cc1 | ? | -27.7% | . | . | . | . | -14.0 | . | 4.61µM*
O=C(NCCN1CCOCC1)c1ccc2c(c1)N(Cc1ccccc1)C(=O)CS2 | -10.6% | ? | 10.8% | -2.8% | 4.5 | 1.0% | -8.4 | 1.4% | ?
CC/C(=N/Nc1ccccc1)c1cnnc(SC)n1 | -23.1% | 0.4% | 10.5% | 1.9% | 5.3 | -7.7% | -1.6 | 3.7% | 13.1%

Later entries
SMILES	HEK293 tox	KB-V1 cytotox	HT1080NT lethal	SW480 rerep	IL1B secr inh	MCF10A rereplic	DRD3 agonist	HT1080 IDH1KD tx	KB-3-1 tox
Cc1ccc(OCC(=O)OCc2cc(=O)n3nc(C4CC4)sc3n2)cc1	0.2%	5.3%	.	.	.	.	-2.2	.	0.0%
CCOc1cc(N2CCOCC2)c(OCC)cc1NC(=O)c1oc2ccccc2c1C	-2.0%	-14.9%	3.9%	2.6%	-6.3	8.8%	-0.1	0.0%	-2.7%
CC(C)c1nnc(NC(=O)c2sc3ccccc3c2Cl)s1	-2.6%	-5.0%	-17.9%	0.8%[9.22 µM]	6.6	21.1%	1.3	0.7%	-2.0%
Cc1cccc(N2CC(C)Cn3c2nc2c3c(=O)n(CC(=O)O)c(=O)n2C)c1 (stereo unspecified)	-1.8%	0.0%	.	.	.	.	-13.3	.	13.4%
Cc1cccc(OCC(=O)OCC(=O)Nc2ccc(Cl)cn2)c1	-20.1%	-2.1%	-0.6%	1.4%	25.4	6.2%	4.9	6.5%	20.1%
COc1cc(/C=C/C2=CC(C)(C)NC(=S)N2)cc(OC)c1OC	?	?	10.3%	-13.4%	-71.3*	7.9%	-3.8	4.5%	-6.9%
COc1ccc(Cn2cccc(NC(=O)Nc3cccc(C#N)c3)c2=O)cc1	-10.9%	4.11µM*	-6.9%	?	-12.7	?	1.4	-13.3%	-20.6%
C=CCOc1ccccc1CN1CCN(CCc2ccccc2)C(CCO)C1 (stereo unspecified)	-1.4%	0.0%	-1.9%	-1.0%	-14.7	5.7%	-7.5	-13.8%	-13.2%
O=C(CCc1c[nH]c2ccccc12)NN1C(=O)NC2(CCCCC2)C1=O	3.5%	0.0%	0.8%	41.6%	11.2	-7.9%	1.8	-4.3%	1.0%
COc1cccc(NC(=O)c2nnn(Cc3cccc(C(F)(F)F)c3)c2N)c1	-17.3%	-9.2%	.	.	.	.	-11.2	.	-6.6%
CC(O)[C@H]1CN=C(N)N1CC1CCCCC1 (stereo partly specified)	-10.2%	4.5%	3.0%	-16.7%	28.0	-3.1%	2.0	0.0%	8.9%
COc1ccc(OC(=O)c2ccc(Cl)cc2)c(C(C)=O)c1	4.1%	-16.1%	-4.1%	14.7%	15.9	0.8%	-0.9	-2.4%	-7.8%
Cc1ccc(C(=O)O)cc1S(=O)(=O)NCC1CCCO1 (stereo unspecified)	2.4%	3.1%	11.5%	-17.5%	-1.2	?	-3.9	-1.9%	-0.6%
Cn1nc2c3ccccc3n(Cc3ccc(F)cc3)c2nc1=S	1.0%	?	-3.8%	15.0%	13.6	17.7%	7.0	-2.0%	-4.2%
Cc1ccc(S(=O)(=O)N(C)C[C@@H]2OCc3cnnn3CCCC(=O)N([C@@H](C)CO)C[C@H]2C)cc1	0.2%	11.3%	-12.7%	.	13.5	.	6.7	-1.4%	-1.5%
CC(=O)N1CCc2cc(S(=O)(=O)NC(CC(C)C)C(=O)N3CCn4c3nc3ccccc34)ccc21 (stereo unspecified)	-1.3%	?	-4.0%	-6.9%	13.0	-0.9%	-22.5	-2.3%	2.1%
CC(=O)c1sc(NC(=O)CSC(C)C(=O)Nc2cc(C)on2)nc1-c1ccccc1 (stereo unspecified)	4.2%	-13.6%	5.7%	-7.9%	25.8	6.9%	2.3	-7.4%	-10.3%
CCCCN(C)CCN1C(=O)C2C(C(=O)Nc3ccc(Cl)cc3)C3C=CC2(O3)C1C(=O)NC1CCCCC1 (stereo unspecified)	-18.4%	1.6%	-18.7%	12.0%	-60.1*	?	-1.8	?	4.5%
O=C(CN1C(=O)C(=O)N(CCC2=CCCCC2)C1=O)Nc1ccc(F)cc1F	-23.6%	?	-1.0%	-6.7%	14.8	0.3%	-0.8	0.8%	-3.1%
Cc1cc(Br)cc(C)c1OCC(=O)NNC(=O)c1cccs1	20.5%	?	5.8%	-5.6%	-4.8	-0.2%	-1.8	8.2%	-4.7%
Cc1cc(Nc2ccc([N+](=O)[O-])cc2)nc2ccccc12	-11.1%	8.7%	?	?	0.0	?	-1.6	?	2.4%
Cc1cc(C)cc(C(=O)Nc2cccnc2)c1	2.0%	9.4%	4.9%	?	0.0	-5.6%	0.4	4.1%	16.4%
Cc1ccc(CNC(=O)C2CC(c3ccccc3C(F)(F)F)=NO2)cc1 (stereo unspecified)	5.3%	-8.7%	0.9%	?	2.2	?	-24.0	3.4%	1.9%
COc1ccc([N+](=O)[O-])cc1Nc1ncnc2ccccc12	-3.8%	-0.7%	-9.4%	-3.9%	15.9	-4.2%	-2.5	-13.1%	1.4%
